D3 ag: qHTS of D3 Dopamine Receptor Agonist: qHTS | D3R DiscoveRx beta-arrestin cells, luminescence, 90 min | hit rate 0.58% among 410,000 | max activation, % | D(3) dopamine receptor (Homo sapiens), P35462; in the data active = max activation above about 30%; also: 0% is about no effect; mostly tested at two doses, the higher about 12 µM
Target sequence (P35462 whole entry, looked up): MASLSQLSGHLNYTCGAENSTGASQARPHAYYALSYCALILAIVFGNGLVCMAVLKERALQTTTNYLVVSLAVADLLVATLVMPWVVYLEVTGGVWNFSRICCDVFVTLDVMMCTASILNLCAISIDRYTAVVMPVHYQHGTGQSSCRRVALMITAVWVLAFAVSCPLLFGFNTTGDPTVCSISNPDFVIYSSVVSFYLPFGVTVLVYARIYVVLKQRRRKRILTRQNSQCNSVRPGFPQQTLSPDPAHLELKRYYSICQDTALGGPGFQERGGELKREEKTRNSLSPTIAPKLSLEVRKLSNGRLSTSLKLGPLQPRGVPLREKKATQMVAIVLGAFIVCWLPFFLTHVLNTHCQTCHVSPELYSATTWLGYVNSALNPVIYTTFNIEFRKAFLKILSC
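Agonist-mode cell screen: cells plated at 1500/well and incubated overnight at 37 °C, then exposed to library compounds for 90 min at 37 °C. Detection reagent was added for 30–60 min at room temperature, and luminescence was read.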
KB-V1 cytotox: qHTS assay for MDR1-selective chemotherapeutics: Primary screen using the drug-selected MDR subline cells KB-V1; KB-V1 MDR cells viability, CellTiter-Glo, 72 h; Potency, µM (titrated, usually from 46.1 µM), for inactives: top-dose activity change, negative = cytotoxicity, usual class: cytotoxic; hit rate 3.4% among 400,000; AID 1347076, 2019; also: potency is read from the fitted curve at half-maximal effect; % is scaled to controls: 0 for no effect and ±100 for the full control effect; nearly all actives have a fitted effect of over 60% in size
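KB-V1 cells (P-gp-expressing MDR subline of KB-3-1) in phenol-red-free DMEM with 10% FBS were exposed to library compounds over a concentration series for 72 h at 37 degrees C. Viability read by CellTiter-Glo luminescence; concentration-effect curves fitted after normalization.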
IL1B secr inh: qHTS for Inhibitors of Inflammasome Signaling: IL-1-beta AlphaLISA Primary Screen; AID 743279, 2014; activity change, % at 57.5 µM; THP-1 LPS/ATP IL-1B secretion, AlphaLISA, 16 h; active compounds read low; hit rate 4.7% among 360,000; in the data active = activity change below about -50%; inconclusive = mostly about -30% to -49%; also: % is scaled to controls: 0 for no effect and ±100 for the full control effect
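THP-1 cells pretreated 1 hr with compounds (up to 57.5 uM final), then stimulated with LPS (250 ng/mL final) plus ATP (1.25 mM final); secreted IL-1B measured by AlphaLISA after 16 hr, decreased signal indicating inhibition.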
GLP-1R agonist: qHTS of GLP-1 Receptor Agonists | HEK293 GLP-1R CRE-luciferase, luminescence, 4-6 h; cells express a hypersensitive GLP-1R form | Potency, µM (series often up to 45.6 µM), without a hit: top-dose activation, usual class: activators | hit rate 0.007% among 380,000 | AID 624172, 2012; also: potency is read from the fitted curve at half-maximal effect; % of control where 0% means no effect
Target sequence (P43220 whole entry, looked up): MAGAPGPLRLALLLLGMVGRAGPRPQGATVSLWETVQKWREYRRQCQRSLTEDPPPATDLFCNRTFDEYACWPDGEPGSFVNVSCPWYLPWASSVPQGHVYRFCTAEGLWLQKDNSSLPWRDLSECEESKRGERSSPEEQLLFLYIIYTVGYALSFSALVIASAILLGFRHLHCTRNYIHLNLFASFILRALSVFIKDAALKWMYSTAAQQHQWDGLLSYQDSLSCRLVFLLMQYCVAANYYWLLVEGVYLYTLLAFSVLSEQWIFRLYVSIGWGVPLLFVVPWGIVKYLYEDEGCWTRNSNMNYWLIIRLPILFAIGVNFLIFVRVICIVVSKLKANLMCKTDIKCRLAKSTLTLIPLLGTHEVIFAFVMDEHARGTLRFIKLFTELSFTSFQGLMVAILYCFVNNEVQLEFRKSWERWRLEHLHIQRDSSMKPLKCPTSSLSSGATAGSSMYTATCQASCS
DRD3 antagonist: qHTS of D3 Dopamine Receptor Antagonist: qHTS | D(3) dopamine receptor (Homo sapiens), P35462 | D3R cells, DiscoveRx beta-arrestin luminescence, antagonist mode; active compounds read low | max response, negative = inhibition, % | hit rate 2.5% among 360,000 | AID 652054, 2013; in the data active = max response below about -50%; inconclusive = no clear call, values can overlap the other calls; also: % is scaled to controls: 0 for no effect and ±100 for the full control effect; mostly tested at two doses, the higher about 12 µM
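Cells expressing the human receptor were seeded at 1500 cells/well, incubated overnight at 37 degrees C in 5% CO2, then exposed to library compounds with dopamine controls for 90 minutes at 37 degrees C before luminescent detection.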
HT1080NT lethal: qHTS for induction of synthetic lethality in tumor cells producing 2HG: qHTS for the HT-1080-NT fibrosarcoma cell line; HT-1080-NT fibrosarcoma viability, CellTiter-Glo ATP luminescence, 48 h; Potency, µM (doses to about 46.1 µM), for the others: top-dose activity, negative = less viability, actives largely listed as cytotoxic; hit rate 1.6% among 360,000; AID 686970, 2013;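 also: NT is the 2HG producing partner of a matched IDH1 knockdown line; potency is read from the fitted curve at half-maximal effect; 0% = DMSO-treated cells and -100% = media-only wells without cells; nearly all actives have a fitted effect of over 55% in size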
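Toxicity toward the 2HG-producing NT line was scored as %Activity, normalised to DMSO and no-cell wells, from CellTiter-Glo luminescence after 48 hours' treatment.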
HT1080 IDH1KD tx: qHTS for induction of synthetic lethality in tumor cells producing 2HG: qHTS for the HT-1080-IDH1KD cell line | HT-1080 IDH1 knockdown viability, ATP luminescence, 48 h | Potency, µM (top dose mostly 46.1 µM), for the others: top-dose activity, negative = toxicity, actives largely listed as cytotoxic | hit rate 2% among 360,000 | AID 686971, 2013;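 also: potency is read from the fitted curve at half-maximal effect; 0% = DMSO wells and -100% = cell-free medium wells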
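CellTiter-Glo luminescence after 48 h compound exposure at 37 degrees C of IDH1-knockdown HT-1080 cells in 5% FBS RPMI. %Activity scaled between DMSO wells and cell-free media wells, with curves fitted and assigned curve classes.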
SW480 rerep: A quantitative high throughput screen for small molecules that induce DNA re-replication in SW480 colon adenocarcinoma cells; SW480 DNA re-replication, Hoechst DNA content imaging, 48 h; Potency, µM (series often up to 46.1 µM), for inactives: at the top dose re-replication activation, actives largely listed as activators; hit rate 1.8% among 340,000; AID 624297, 2012; also: potency is read from the fitted curve at half-maximal effect; % of control where 0% means no effect; nearly all actives have a fitted effect of over 55% in size
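Per well, 250 cells were exposed to pinned compound for 48 hr. Nuclear DNA was visualised with Hoechst (40 min, 37 C) and total object intensity recorded by fluorescence scanning.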
KB-3-1 cytotox: qHTS assay for MDR1-selective chemotherapeutics: Primary screen using the parental adenocarcinoma cell KB-3-1. hit rate 1.4% among 400,000. Potency, µM (highest dose often 46.1 µM), inactives show at the highest dose activity change, negative = cytotoxic, most hits filed as cytotoxic. KB-3-1 viability, CellTiter-Glo ATP luminescence, 72 h; also: potency is read from the fitted curve at half-maximal effect; % is scaled to controls: 0 for no effect and ±100 for the full control effect; nearly all actives have a fitted effect of over 60% in size
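Screening of KB-3-1 cells (DMEM, 10% FBS, phenol-red free) ran from lowest to highest compound concentration; after 72 h at 37 °C viability was read luminescently and curves fitted.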
The depositor's hits bear a star; ? = inconclusive; nt = not tested or not shown; [ ] = remark or other dose. Unless noted, calls follow the shape of the dose curve; as a rule, active = well fitted curve in the direction sought with a large enough effect; inconclusive = small, poorly fitted or top-dose-only effect, or another doubt; inactive = no such curve, though single readings can be large; an effect the other way counts as inactive or inconclusive.

SMILES	D3 ag	KB-V1 cytotox	IL1B secr inh	GLP-1R agonist	DRD3 antagonist	HT1080NT lethal	HT1080 IDH1KD tx	SW480 rerep	KB-3-1 cytotox
Cc1ccc(C(=O)OCCN2CCN(c3ncc(C(F)(F)F)cc3Cl)CC2)cc1	-16	-4%	19	-3%	-83*	-2%	-2%	-4%	0%
CCCOc1ccc(NC(=O)C2CCCNC2=O)cc1 (centres undefined)	2	2%	-6	-7%	14	2%	-4%	0%	-14%
Cc1cccc(C)c1-n1nnnc1C(c1ccccc1OC(F)(F)F)N1CCN(C/C=C/c2ccccc2)CC1 (centres undefined)	-8	?	32	-2%	-95*	-24%	?	nt	-3%
O=C(COc1ccccc1Cl)NNC(=O)c1cc(S(=O)(=O)N2CCOCC2)ccc1N1CCCC1	3	-5%	-7	-16%	7	9%	6%	1%	9%
Cn1c(=O)c2c(ncn2CC(=O)Nc2ccccc2Sc2ccccc2)n(C)c1=O	-2	?	20	-1%	-4	-19%	1%	-8%	-6%
Cc1cccc(NC(=O)CSc2ccc(-c3ccco3)nn2)c1C	-5	-6%	-23	6%	-4	3%	2%	-2%	-13%
Cc1cccc(C)c1OCC(=O)N(Cc1ccc(Cl)cc1)C1CCS(=O)(=O)C1 (centres undefined)	0	-15%	?	8%	2	-2%	-5%	-39%[inhibitor]	5%
COc1ccc(NC(=O)CC2CC3CCC2C3)cn1 (centres undefined)	-9	-20%	-16	17%	-7	4%	-9%	4%	-1%
O=C1c2ccc(-c3ccc4c(c3)C(=O)N(CCCO)C4=O)cc2C(=O)N1CCCO	2	0%	40	0%	25	1%	0%	-15%	0%
COc1ccc(C(CNC(=O)C(Cc2ccccc2)NC(N)=O)N(C)C)cc1 (centres undefined)	-9	0%	14	10%	4	6%	2%	-27%	1%
CC(C)(C)NC(=S)Nc1ccc(Br)cc1	3	-5%	1	-8%	9	5%	1%	1%	0%
CCc1cccc(CC)c1NC(=S)NCc1ccc2[nH]c(C)cc2c1	-7	-9%	-2	4%	0	-10%	-14%	?	?
CCCCCCCCN1C(=O)[C@H](CC(=O)NCCCCc2ccccc2)C[C@@]2(C(=O)OC)CC(C)(C)CC=C12	-13	?	16	nt	-24	-13%	?	nt	-16%
Cc1cccc(OCC(=O)Nc2nnn(C)n2)c1C	2	10%	13	-4%	-27	7%	2%	3%	-3%
CCOC(=O)c1cn(Cc2cccc(C)c2)nn1	8	11%	-13	6%	7	14%	2%	-4%	7%
CCOc1ccc(Nc2n[nH]c(=S)s2)cc1	-2	8%	-9	1%	-14	0%	1%	-9%	-2%
O=C(C[C@H]1C(=O)N(CCc2ccccc2)C[C@@H]1Cc1ccccc1)Nc1ccc(Br)cc1	-4	?	?	-6%	-1	-17%	?	nt	-20%
O=[N+]([O-])/C(C(Cl)=C(Cl)Cl)=C(/NC1CC1)Sc1ccccc1	7	13%	?	1%	-6	5%	6%	-2%	16%
COc1ccc(C(=O)N2CCN(c3cccc(Cl)c3)CC2)c(OC)c1	6	?	2	9%	-10	15µM*	?	?	15µM*
CC1(C(=O)NS(=O)(=O)c2ccc(C#N)cc2)CCN1C(=O)CC1CC1 (centres undefined)	8	3%	24	-2%	18	?	6%	nt	0%

Quoted from the listing, two compounds:
SMILES	D3 ag	KB-V1 cytotox	IL1B secr inh	GLP-1R agonist	DRD3 antagonist	HT1080NT lethal	HT1080 IDH1KD tx	SW480 rerep	KB-3-1 cytotox
CC(C)(C)NC(=S)Nc1ccc(Br)cc1	3	-5%	1	-8%	9	5%	1%	1%	0%
CCc1cccc(CC)c1NC(=S)NCc1ccc2[nH]c(C)cc2c1	-7	-9%	-2	4%	0	-10%	-14%	?	?

(more compounds)
SMILES	D3 ag	KB-V1 cytotox	IL1B secr inh	GLP-1R agonist	DRD3 antagonist	HT1080NT lethal	HT1080 IDH1KD tx	SW480 rerep	KB-3-1 cytotox
NC(=O)c1cc2ccncc2c2ccccc12	1	1%	?	-6%	10	-12%	-8%	-5%	-5%
Cc1cc(CN2CCC(N3CCC(C(=O)NC4CC4)CC3)CC2)cc(C)c1O	-2	nt	-6	-3%	21	-1%	14%	12%	nt
NC(=S)N/N=C/c1cccc(/C=N/NC(N)=S)c1	-3	-1%	-100*	11%	-14	28%	30%	3%	12%
NS(=O)(=O)c1ccc(NC(=O)c2cc(Cl)sc2Cl)cc1	-2	-52%	?	-1%	-15	-2%	-3%	-21%	?
CN(C)S(=O)(=O)c1cccc(-n2sc3ccccc3c2=O)c1	-32	7%	-105*	3%	?	-8%	-5%	?	0%
Clc1ccc(OCCn2cnc3ccccc32)c(Cl)c1	16	16µM*	-29	?	8	-24%	?	-1%	?
COC(=O)C(C)Oc1ccc2c3c(c(=O)oc2c1)CCCCC3 (centres undefined)	-11	-7%	7	23%	-12	-3%	9%	-4%	-3%
Cc1[nH]c2ccccc2c1C(=O)C(=O)N1CC=C(c2ccccc2)CC1	2	?	-14	2%	10	?	21µM*	?	?
COc1ccc(N(C(=O)C2CCCCC2)C2C=CS(=O)(=O)C2)c(OC)c1 (centres undefined)	9	13%	-3	3%	-22	0%	10%[9.24 µM]	-3%	10%
O=c1c(-c2ccc(Oc3ccccc3)cc2)[n+]([O-])c2ccccc2n1OCc1ccccn1	1	?	44	-10%	5	-3%	1%	0%	?
Cc1ccc(CNC(=O)COC(=O)c2cc(C)oc2C)cc1	-6	23%	0	4%	-3	-1%	-4%	-9%	-1%
CCOC(=O)c1[nH]c2ccccc2c1NC(=O)c1ccc(Br)o1	5	?	-17	5%	15	?	-1%[9.24 µM]	-3%	1%
Cc1nccn1CCN(C)Cc1cn(Cc2ccccc2)nc1-c1ccc2c(c1)OCO2	5	?	-10	7%	6	-20%	3%	3%	-1%
COc1ccc(C)cc1-n1nnnc1SC/C(O)=C(\C#N)c1nc2ccccc2[nH]1	-4	6%	20	-4%	-4	-1%	1%	8%	8%
O=C(C1CC1)N1N=C(c2ccccc2)CC1(O)C(F)(F)C(F)(F)F (centres undefined)	3	?	5	3%	6	0%	5%	-5%	6%
O=C(NCCSc1ccccc1)c1ccccc1F	0	1%	0	6%	19	4%	5%	-4%	1%
Nc1cc(=O)[nH]c(SCC(=O)Nc2ccc(N3CCOCC3)cc2)n1	-6	16%	-19	-6%	2	2%	8%	3%	10%
COc1ccc(OC)c(N2C(N)=NC(N)=NC23CCCC3)c1	2	2%	-7	-5%	11	13%	17%	-2%	-12%
O=C(NNC(=O)c1ccc([N+](=O)[O-])o1)c1ccccc1	-26	?	-15	1%	-10	?	?	?	?
Cc1cc(O)c(/C=N/Nc2ccc(F)cc2)c(=O)o1	3	-10%	19	4%	?	?	?	?	?
O=C(Cn1c(=O)oc2cc(S(=O)(=O)N3CCCC3)ccc21)NC1CCCc2ccccc21 (centres undefined)	-3	-2%	2	-7%	-15	0%	-1%	-2%	3%
CC(Sc1nc2ccccc2n1C)C(=O)NC(c1ccccc1)c1ccccc1 (centres undefined)	2	8.2µM*	-8	5%	-13	1%	-1%	?	-29%
CCOC(=O)N1CCN(C(=O)CN(c2cccc(C(F)(F)F)c2)S(=O)(=O)c2ccccc2)CC1	4	-1%	?	-3%	4	-4%	6%[9.24 µM]	?	-5%
O=C(CSc1nnc(NC(=O)C2CC2)s1)Nc1ccccc1	-4	1%	-2	7%	0	2%	-4%	-7%	-2%
O=C(CN(Cc1ccccc1F)S(=O)(=O)c1ccc(Cl)cc1)NCCCO	-10	2%	15	4%	0	-14%	-3%	2%	-21%
COc1ccc(/C=C2\S/C(=N/S(=O)(=O)c3cccs3)NC2=O)cc1	1	2%	29	-3%	-1	-8%	-8%	-5%	?
COc1ccc(N(CC(=O)NCc2ccco2)C(=O)CCC(=O)Nc2ccccn2)cc1	-16	-17%	3	1%	-7	12%	8%	-2%	11%
Nc1nc2ccc(C(=O)Nc3ccccc3)cc2s1	-14	?	-4	7%	-16	-8%	-7%	-1%	-11%
O=C(/C=C/c1ccccc1)NC(=S)Nc1ncccn1	3	10%	-14	-3%	7	4%	9%	2%	0%
CC(=O)N(C)C[C@@H]1Oc2ncc(C#Cc3ccc(F)cc3)cc2C(=O)N([C@@H](C)CO)C[C@H]1C	1	-5%	21	7%	12	-7%	-2%	nt	-2%
C=CCNc1nc2cc(-c3ccccc3C)sc2c(=O)n1C	-1	?	58	?	17	15µM*	9.2µM*	nt	21µM*
CSc1ccccc1NC(=O)COC(=O)Cc1ccsc1	-14	nt	14	4%	-1	-1%	-15%	-3%	nt
COc1ccc(CNC(=O)c2cn(Cc3ccc(S(=O)(=O)N(C)C)cc3)c(=O)s2)cc1	7	23µM*	-23	7%	7	-7%	?	nt	?
O=C(C[n+]1cccc(NC(=O)c2ccccc2)c1)c1ccc(NC(=O)c2ccccc2)cc1	8	0%	?	-22%	-9	-8%	-11%	-2%	?
NNS(=O)(=O)c1ccc(Sc2ccccn2)c([N+](=O)[O-])c1	-3	-6%	2	-8%	-9	-2%	10%	-13%	6%
Cc1cc(NC(=NC2CC2)c2ccccc2)n(-c2ccccc2)n1	-6	-12%	-13	0%	-5	-4%	-2%	-1%	-3%
O=C(c1ccc(N2CCN(C(=O)c3ccccc3)CC2)cc1)c1cccc(F)c1	5	9.2µM*	-77*	14%	5	-27%	-5%	8%	?
